G9a inh – blocks human histone lysine methyltransferase G9a | G9a H3K9 monomethylation, AlphaScreen, 2 h | Potency, µM (highest dose often 102 µM), for the others: top-dose activity, negative = inhibition, hits mostly inhibitors | 8.8% of 350,000 active | Q96KQ7; note: % is set by controls: 0 for no effect and ±100 for the full control effect; nearly all actives have a fitted effect of over 75% in size
Target sequence (Q96KQ7 913-1193 limits assumed): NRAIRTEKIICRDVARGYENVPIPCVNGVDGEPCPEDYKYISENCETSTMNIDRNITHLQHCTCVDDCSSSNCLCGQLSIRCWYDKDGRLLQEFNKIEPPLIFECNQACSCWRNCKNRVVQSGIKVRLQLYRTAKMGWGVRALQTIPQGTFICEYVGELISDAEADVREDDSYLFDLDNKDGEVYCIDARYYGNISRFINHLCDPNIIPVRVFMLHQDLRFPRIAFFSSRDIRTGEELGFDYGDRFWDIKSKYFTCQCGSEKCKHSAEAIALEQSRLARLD
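Readings reflect AlphaScreen signal from monomethyl-H3K9 antibody detection. HMT at 20 nM; substrate b-H3K9 500 nM; cofactor SAM 20 uM; 2 h RT reaction; compounds tested as titrations in qHTS with 15 min preincubation.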
BAZ2B block – BAZ2B (human) inhibition; AlphaScreen BAZ2B-H3K14Ac peptide displacement; Potency, µM (top dose mostly 114 µM), inactives show at the top dose activity change, negative = inhibition, usual class: inhibitors; 4.4% of 360,000 active; note: % is set by controls: 0 for no effect and ±100 for the full control effect; nearly all actives have a fitted effect of over 60% in size
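Multi-concentration screen (max 110 uM) measuring displacement of acetylated histone H3 peptide from BAZ2B by AlphaScreen, using 50 nM protein, 50 nM peptide and 10 ug/mL streptavidin donor plus Ni-chelate acceptor beads.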
HP1b binding inh – blocks HP1-beta chromodomain binding to methylated histone tails | AlphaScreen HP1-beta / biotin-H3K9me3 peptide binding | 0.56% of 390,000 active | Potency, µM (series often up to 114 µM), for inactives: top-dose activity change, negative = inhibition, hits mostly inhibitors | AID 540317 | P83916; note: nearly all actives have a fitted effect of over 70% in size; inactives centre near 23
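HP1-beta protein (50 nM final) preincubated 30 min at room temperature with biotinylated H3(1-18)K9me3 peptide (50 nM) in PBS pH 7.4, 0.01% Tween-20, then compound added for 30 min. AlphaScreen streptavidin donor/nickel chelate acceptor beads (10 ug/mL final), 30 min dark, luminescence read.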
PGK inhibitor – T. brucei PGK inhibition | 0.043% of 380,000 active | Potency, µM (highest dose often 57.5 µM), for inactives: top-dose activity change, negative = inhibition, most hits filed as inhibitors | AID 602233 | P07378 | PGK/GAPDH coupled, Kinase-Glo luminescence, 60 min; note: % is set by controls: 0 for no effect and ±100 for the full control effect; nearly all actives have a fitted effect of over 60% in size
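Recombinant glycosomal PGK reaction used 1,3-bisphosphoglycerate generated in-well by GAPDH (100nM final) in 100mM TEA pH 7.6, 5mM MgCl2, 0.01% Tween-20. After 60 minutes at room temperature, ATP was read by Kinase-Glo Plus luminescence end-point.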
GLS inhibitor – inhibitors of human glutaminase (GLS); 0.21% of 410,000 active; O94925; Potency, µM (top dose mostly 45.5 µM), without a hit: top-dose activity change, negative = inhibition, usual class: inhibitors; GLS enzymatic activity, qHTS titration; note: % is set by controls: 0 for no effect and ±100 for the full control effect
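hKGA in 45 mM KH2PO4 pH 8.2, 0.02% Tween-20 with pin-transferred compounds; 1 mM L-glutamine (stock) plus glutamate oxidase/HRP/Amplex Red coupling added. Fluorescence read initially and after 30 min at RT.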
Pol iota inh – inhibitors of human DNA polymerase iota; Q9UNA4; AID 588590; 1% of 390,000 active; Pol iota fluorescent replication assay, 10 min; Potency, µM (doses to about 115 µM), for the others: at the highest dose activity, negative = inhibition, actives largely listed as inhibitors
Target sequence (Q9UNA4 whole entry, looked up): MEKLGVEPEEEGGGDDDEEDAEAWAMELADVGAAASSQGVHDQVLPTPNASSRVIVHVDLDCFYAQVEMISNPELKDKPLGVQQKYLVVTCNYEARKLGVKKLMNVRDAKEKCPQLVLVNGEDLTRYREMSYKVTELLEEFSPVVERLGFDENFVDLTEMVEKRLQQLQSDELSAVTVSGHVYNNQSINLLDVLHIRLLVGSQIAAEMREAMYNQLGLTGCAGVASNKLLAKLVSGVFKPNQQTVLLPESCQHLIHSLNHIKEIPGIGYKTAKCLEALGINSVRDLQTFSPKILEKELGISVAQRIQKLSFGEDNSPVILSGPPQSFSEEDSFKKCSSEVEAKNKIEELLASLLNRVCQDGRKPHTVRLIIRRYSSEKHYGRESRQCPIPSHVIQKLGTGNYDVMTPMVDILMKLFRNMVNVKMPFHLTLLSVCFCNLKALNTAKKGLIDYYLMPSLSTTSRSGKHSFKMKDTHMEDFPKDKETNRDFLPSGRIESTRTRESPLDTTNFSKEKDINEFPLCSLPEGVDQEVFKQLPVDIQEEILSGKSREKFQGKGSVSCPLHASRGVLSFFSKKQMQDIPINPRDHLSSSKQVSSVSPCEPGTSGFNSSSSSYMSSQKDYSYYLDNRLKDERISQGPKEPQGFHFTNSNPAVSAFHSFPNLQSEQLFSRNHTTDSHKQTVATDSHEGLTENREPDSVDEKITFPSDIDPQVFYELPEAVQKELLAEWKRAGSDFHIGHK
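Fluorescent replication assay read twice, at 0 min and 10 min after adding 50 nM (final) substrate. Enzyme (10 nM) and compounds were first incubated 15 min at room temperature; enzyme-free buffer wells were negative controls.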
BLM helicase inh – blocks DNA unwinding by human BLM helicase | P54132 | 0.2% of 350,000 active | Potency, µM (highest dose often 56.1 µM), for inactives: top-dose activity change, negative = inhibition, actives largely listed as inhibitors | recombinant BLM DNA unwinding, fluorescence dequenching | AID 2528;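 note: plate controls were vehicle for no effect and no enzyme for full effect; nearly all actives have a fitted effect of over 35% in size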
Pin1 inhibitor – human Pin1 inhibition; Potency, µM (doses to about 115 µM), for the others: at the top dose activity, negative = inhibition, actives largely listed as inhibitors; AID 504891; Pin1 FP peptide displacement, HiFluor488, 10 min; 0.009% of 390,000 active; active = well fitted inhibition curve with a large enough effect in the polarisation, with a control signal flat, not every such curve was filed as active; inconclusive = small, poorly fitted or top-dose-only effect, or effect the other way, or a change in a side signal; inactive = no such curve, though single readings can be large or run the other way; the % refers to the polarisation; note: % is set by controls: 0 for no effect and ±100 for the full control effect
JMJD2A Tudor inh – blocks the human JMJD2A Tudor domain | AlphaScreen JMJD2A-Tudor / H3K4me3 peptide binding | Potency, µM (highest dose often 114 µM), for inactives: at the highest dose activity change, negative = inhibition, actives largely listed as inhibitors | 4.4% of 390,000 active; note: % is set by controls: 0 for no effect and ±100 for the full control effect; nearly all actives have a fitted effect of over 50% in size
* hit, by the source's call; i = inactive; ? = inconclusive; · = not tested or not shown; [ ] = another dose, or the depositor's remark. Unless noted, calls come from the whole dose curve; as a rule, active = well fitted curve in the direction sought with a large enough effect; inconclusive = small, poorly fitted or top-dose-only effect, or another doubt; inactive = no such curve, though single readings can be large; an effect the other way counts as inactive or inconclusive. Potency is the fitted concentration of half-maximal effect. A portion of the library. The share of hits here may be higher or lower than overall.

molecule,G9a inh,BAZ2B block,HP1b binding inh,PGK inhibitor,GLS inhibitor,Pol iota inh,BLM helicase inh,Pin1 inhibitor,JMJD2A Tudor inh
CCC(Sc1nc(N)cc(N)n1)C(=O)O (centres undefined),12.7%[59 µM],-1.8%,49.3%[activator],-4.4%,-4.3%,11.3%,-1.1%,0.5%,-6.1%
CC(C)(C)C(=O)Cn1c(=O)n(CCCCCC(=O)NCc2ccccc2Cl)c(=O)c2sccc21,-0.7%[59 µM],-14.8%,37.2%,-9.2%,5.5%,16.2%,-3.0%,-0.1%,-6.8%
Cc1c(NC(=S)NC(=O)COc2ccccc2)c(=O)n(-c2ccccc2)n1C,21.3%[59 µM],6.9%,-3.4%,-0.2%,11.7%,19.0%,-4.2%,-0.5%,-12.9%
C=CC[C@@H](CC(=O)N(CCO)Cc1ccccc1)C(=O)NCCOC(=O)[C@H](CC=C)CC(=O)OC(C)(C)C,·,·,97.2%[activator],i,-1.8%,24.7%,·,0.9%,-12.1%
O=C(NCc1ccccn1)C(=O)N/N=C/c1ccccc1O,47.8%[59 µM],39.8µM*,53.0%[activator],-1.1%,-10.3%,13.0%,-1.9%,-2.8%,25.1µM*
CCCCNC(=O)Cn1c(=O)oc2cc(S(=O)(=O)N3CC(C)CC(C)C3)ccc21 (centres undefined),13.2%,-2.0%,4.6%,i,-3.3%,-1.4%,-1.1%,1.9%,-31.0%
CCOc1ccc(NC(=O)CCNC(=O)Cn2cnc3ccccc3c2=O)cc1,-3.0%,-9.2%,14.0%,-1.4%,13.8%,13.1%,-0.3%,2.2%,0.0%
O=[N+]([O-])c1cccc(S(=O)(=O)NCCCn2ccnc2)c1,25.1%[59 µM],50.1µM*,1.2%,-2.4%,1.1%,76.6%[activator],1.6%,-2.2%,-23.0%
CCOC(=O)CN(Cc1sccc1C)C(=O)Nc1ccc(OCC)cc1,7.1%[59 µM],-2.7%,12.8%,-8.8%,-1.0%,5.6%,-0.2%,-4.6%,-3.5%
CC(C)(C)OC(=O)N1CCC(C(=O)Nc2cccc(C(=O)N3CCOCC3)c2)CC1,·,·,56.9%[activator],6.4%,-3.2%,47.8%[activator],·,-10.4%,1.4%
COc1ccc(C(=O)Nc2cccc(S(=O)(=O)N(C)C)c2)cc1S(=O)(=O)N1CCOCC1,·,·,51.3%[activator],-2.5%,-4.3%,6.2%,·,-9.9%,-8.3%
CC(C)C1(C)C(=O)N=C2c3ccccc3C(=O)N21 (centres undefined),-0.7%[12.7 µM],0.8%,-7.0%,4.2%,9.8%,11.9%,0.1%,-1.0%,-32.5%
Cc1ccc(C(=O)N/N=C\c2c(C)nn(-c3ccccc3)c2Cl)cn1,12.4%,8.9%,12.0%,-4.4%,5.3%,3.6%,2.6%,5.1%,-6.6%
CCN(CC)S(=O)(=O)c1cccc(C(=O)Oc2cccnc2)c1,-12.1%[59 µM],-3.1%,36.1%[activator],-6.8%,5.9%,9.7%,-5.0%,-1.8%,-9.7%
Cc1c(NC(=O)C2CC=CCC2C(=O)O)c(=O)n(-c2ccccc2)n1C (centres undefined),-46.5%[12.7 µM],79.4µM*,11.5%,-29.8%,-6.3%,-5.6%,0.3%,2.5%,-19.5%
O=C(Cn1nc(C(F)(F)F)c2c1CCCC2)NCCN1CCOCC1,-10.8%[59 µM],-1.9%,19.5%,-0.1%,10.9%,13.7%,-0.2%,-2.6%,-5.9%
CC1=CC(c2ccccc2)n2nc(N3C(=O)CCC3=O)nc2N1 (centres undefined),20µM*,?,35.3%,-1.5%,-4.5%,20.9%,0.2%,1.3%,79.4µM*
CCC(Sc1nc2c(cnn2-c2ccccc2)c(=O)[nH]1)C(=O)OC (centres undefined),3.3%,-4.8%,47.5%[activator],-7.6%,-1.1%,27.6%,-4.4%,7.5%,-1.4%
Nc1nc(SCc2ccccc2)c2ncn(CCO)c2n1,·,·,28.8%,-0.4%,-1.4%,12.7%,·,-1.4%,-5.6%
Cn1c(=O)oc2cc(S(=O)(=O)NC3CCCCC3)ccc21,-38.1%,0.3%,32.0%,-4.8%,-2.7%,-15.5%,0.7%,0.8%,-3.4%
Cc1ccc(S(=O)(=O)NN2C(=O)c3ccccc3NC2c2ccccc2F)cc1 (centres undefined),6.4%,50.1µM*,40.9%[activator],7.0%,-7.7%,?,-6.7%,-9.0%,-4.9%
COc1ccccc1N(CC(=O)N(CC(C)C)CC(C)C)S(=O)(=O)c1cccs1,-27.0%,-4.7%,28.1%,-9.3%,-3.4%,19.0%,-12.4%,-2.1%,-19.7%
CCc1ccc(NC(=O)c2cccc(N3CCCS3(=O)=O)c2)cc1,-3.4%[59 µM],-16.6%,63.2%[activator],-9.8%,2.2%,13.9%,-2.5%,-11.3%,0.6%
CCOCCCNC(=O)c1c[nH]c2c(CC)cccc2c1=O,14.5%[12.7 µM],-13.1%,16.3%,-7.3%,1.7%,99.2%[activator],-1.6%,-4.9%,-8.6%
Cc1ccc(CNC(=O)c2ccc3c(c2)nc(C)n3-c2cc(C)cc(C)c2)cc1,0.0%[59 µM],?,2.3%,8.3%,-2.0%,5.2%,-11.6%,9.4%,-25.7%
Cc1nnc(SCC(=O)c2ccc(S(=O)(=O)N3CCOCC3)cc2)n1-c1ccccc1,?,-3.7%,-6.7%,-2.5%,-2.0%,5.3%,-2.0%,13.1%,?
CCCCN(C)C(=O)C1CCC(CNS(=O)(=O)c2ccc(Cl)cc2)CC1 (centres undefined),4.2%[59 µM],-28.1%,33.2%,i,-11.2%,13.9%,-3.1%,1.3%,-27.9%
CC(=O)Nc1cccc(C(=O)OCC(=O)N2CCC(c3ccccc3)=N2)c1,9.7%,8.4%,27.7%,i,-10.1%,43.8%[activator],·,-6.3%,-10.3%
Cc1ccc(C)c(NC(c2ccccc2)c2nnc(-c3ccccc3F)o2)c1 (centres undefined),48.9%[59 µM],27.5%,58.8%[activator],-5.5%,13.9%,?,-5.9%,46.2%[activator],-1.7%
CCOc1ccc(OCC)c(NC(=O)C2CCN(S(=O)(=O)c3ccc(Br)s3)CC2)c1,1.3%[59 µM],3.1%,29.7%,0.4%,6.9%,32.4%[activator],-0.3%,7.0%,2.4%
Nc1cccc(NP(=O)(c2ccccc2)c2ccccc2)c1,-30.0%,-7.4%,44.3%[activator],1.6%,6.3%,15.3%,-5.9%,0.5%,-7.6%
COc1ccccc1C(=O)COC(=O)c1cccc(S(=O)(=O)N2CCCC2)c1,·,-1.7%,19.5%,-5.5%,0.0%,16.8%,-7.4%,14.3%,-13.9%
COc1ccc(Cn2c(=O)[nH]c3cc(C(=O)NCCCN4CCCC4=O)ccc3c2=O)cc1,8.4%[2.33 µM],?,42.6%[activator],i,-3.7%,1.4%,0.1%,-1.7%,5.1%
CCCCCCC1CC(=O)NC(=O)N1 (centres undefined),24.4%,0.5%,15.2%,1.0%,2.9%,3.1%[58.9 µM],-0.9%,14.6%,4.7%
O=C(Nc1sc2c(c1C(=O)O)CCCCC2)c1ccccc1,·,?,?,-3.6%,-16.5%,49.8%[activator],1.0%,-5.2%,-28.4%
Cc1ccc(Cn2cc(C(=O)NN)c(=O)c3ccc(F)cc32)cc1,25.9%[0.501 µM],-18.4%,37.7%[activator],-0.8%,-0.8%,-16.6%,-1.2%,-5.0%,-16.7%
OCCNc1nc(C2CC2)nc2c1nnn2Cc1ccccc1Cl,-4.2%[59 µM],7.3%,31.2%,-8.5%,?,32.4%[activator],-8.4%,2.3%,-16.0%
Cc1ccc(/C=C/C(=O)NCc2ccncc2)cc1,-9.2%,-1.7%,41.6%[activator],-6.4%,-1.8%,22.0%,-2.7%,2.3%,-5.5%
Cc1ccc(CNc2ccc3c(c2)ncn3C)cc1,0.708µM*,?,-14.7%,i,?,-11.5%,-5.2%,-0.7%,?
CN(C)S(=O)(=O)c1ccc(N2CCCC2)c(C(=O)Nc2ccccc2)c1,7.8%,2.8%,17.5%,-3.2%,1.9%,12.3%,·,1.9%,-20.7%
CCOc1ccc(N(CC(=O)Nc2cccc(C)c2)S(C)(=O)=O)cc1,·,?,16.8%,-1.2%,-6.3%,89.8%[activator],-5.7%,2.3%,-2.1%
COC(=O)c1ccc(CSc2nc3ccccc3c(=O)n2-c2ccc(OC)c(OC)c2)o1,-8.3%[12.7 µM],-39.0%,-1.8%,-3.4%,1.9%,-16.5%,-11.4%,14.2%,-33.1%
NCC1CC2c3ccccc3C1c1ccccc12 (centres undefined),-12.7%[2.33 µM],-1.3%,56.3%[activator],i,-11.1%,20.4%,-0.8%,-4.6%,-25.0%
CN(C)c1ccc(C(=O)OCc2cc(=O)n3ccsc3n2)cc1,·,·,27.0%,-10.7%,4.7%,92.3%[activator],·,-2.0%,-9.6%
CC(=O)NCCNC(=O)C1CCCCN1S(=O)(=O)c1ccccc1 (centres undefined),13.7%[0.0925 µM],2.5%,26.4%,i,-3.1%,87.8%[activator],0.1%,-2.6%,-5.8%
O=C(COc1ccc(Cl)cc1Cl)Nc1c(-c2cccs2)nc2ccccn12,6.3%,1.2%,28.6%,-3.9%,7.5%,?,-6.2%,37.4%[activator],-12.3%
COC(=O)/C(=C/c1ccc(F)cc1)NC(C)=O,14.5%,4.5%,14.7%,0.7%,6.6%,-0.7%,4.3%,0.0%,-1.3%
COCc1nnc(NC(=O)c2cc3ccccc3o2)s1,21.4%,-16.2%,52.2%[activator],i,0.3%,14.0%,-6.9%,-1.4%,6.0%
C=CCN(C(=O)c1csnn1)C(C(=O)NCc1ccccc1)c1cccs1 (centres undefined),18.6%,-0.1%,14.8%,3.8%,-2.4%,27.7%,-4.3%,-0.3%,-6.2%
